GDH-TPI counter: inhibits GDH-TPI coupling enzymes, artifact for Mtb FBA screen. GDH-TPI coupled enzyme counterscreen, NADH absorbance. inhibition, % at 4.8 µM. 1.2% of 360,000 active. AID 588335; in the data active = inhibition above about 30%;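 also: 0% = DMSO wells and 100% = wells lacking the enzyme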
Anthrax LF inh2: inhibitors of Bacillus anthracis lethal factor protease. multiplex microsphere protease cleavage assay, LF. 0.12% of 360,000 active. P15917. inhibition, % at 10 µM; also: plate controls were buffer without enzyme for full effect and enzyme alone for no effect
Mtb UGM inh: blocks M. tuberculosis UGM enzyme. purified UGM, fluorescence polarization probe displacement. 0.06% of 320,000 active. inhibition, % at 10 µM. P9WIQ1; in the data active = inhibition above about 10%, passing the limit was not always enough; inconclusive = no clear call, values can overlap the other calls
Target sequence (P9WIQ1 whole entry, looked up): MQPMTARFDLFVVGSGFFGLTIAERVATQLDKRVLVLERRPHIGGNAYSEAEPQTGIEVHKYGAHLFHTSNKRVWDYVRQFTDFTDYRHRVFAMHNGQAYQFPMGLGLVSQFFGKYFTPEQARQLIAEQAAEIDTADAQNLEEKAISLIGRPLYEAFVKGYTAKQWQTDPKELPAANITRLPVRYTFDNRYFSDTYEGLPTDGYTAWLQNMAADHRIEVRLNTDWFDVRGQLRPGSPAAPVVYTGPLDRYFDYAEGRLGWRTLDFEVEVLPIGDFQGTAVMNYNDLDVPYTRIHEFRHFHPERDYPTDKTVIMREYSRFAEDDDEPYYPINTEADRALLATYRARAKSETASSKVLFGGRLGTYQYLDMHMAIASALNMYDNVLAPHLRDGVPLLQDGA
FadD28 binding: inhibitors of Mycobacterium tuberculosis FadD28 bisubstrate binding. inhibition, % at 12.5 µM. FadD28 bisubstrate probe binding, fluorescence polarization. AID 588549. 0.22% of 360,000 active; in the data active = inhibition above about 8.5%, passing the limit was not always enough; inconclusive = no clear call, values can overlap the other calls
PfHsp40 rescue: compounds rescuing yeast from Plasmodium falciparum HSP40 toxicity; S. cerevisiae expressing PfHsp40, growth rescue, ATP luminescence; growth rescue, % at 12.5 µM; 0.68% of 340,000 active; AID 504582; in the data active = growth rescue above about 28%, passing the limit was not always enough; inconclusive = no clear call, values can overlap the other calls;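 also: yeast W303a lacking pdr1 and pdr3 grown in galactose medium; growth measured after three days at 30 °C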
BoNT-F LC inh: blocks Botulinum neurotoxin F light chain protease | Multiplex microsphere protease cleavage assay, flow cytometry | inhibition, % at 10 µM | 0.22% of 360,000 active; in the data active = inhibition above about 35%, passing the limit was not always enough; inconclusive = no clear call, values can overlap the other calls; also: plate controls were buffer without enzyme for full effect and enzyme alone for no effect
BioA inh: BioA (M. tuberculosis) enzyme inhibition | AID 602481 | inhibition, % at 9.99 µM | purified M. tuberculosis BioA enzyme, plate reader | 0.096% of 360,000 active; in the data active = inhibition above about 40%; inconclusive = no clear call, values can overlap the other calls
FBA Mtb inh: Mtb fructose-bisphosphate aldolase inhibition; purified M. tuberculosis FBA, fluorescence read-out; inhibition, % at 1 µM; 2.3% of 360,000 active; AID 588726; in the data active = inhibition above about 27%;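 also: 0% = vehicle and 100% = reference inhibitor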
Target sequence (P9WQA3 whole entry, looked up): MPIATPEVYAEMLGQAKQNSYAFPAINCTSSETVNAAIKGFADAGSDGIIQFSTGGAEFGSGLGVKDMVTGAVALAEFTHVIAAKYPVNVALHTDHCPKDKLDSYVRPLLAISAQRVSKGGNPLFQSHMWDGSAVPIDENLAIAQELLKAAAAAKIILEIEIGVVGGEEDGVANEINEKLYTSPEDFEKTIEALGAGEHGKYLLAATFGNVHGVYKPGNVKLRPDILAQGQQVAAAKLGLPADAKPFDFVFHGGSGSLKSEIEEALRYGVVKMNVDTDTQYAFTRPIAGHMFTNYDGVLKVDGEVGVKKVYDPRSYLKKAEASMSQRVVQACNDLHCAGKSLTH
BoNT-A LC inh2: inhibitors of Botulinum neurotoxin A light chain protease; multiplex microsphere protease substrate cleavage, flow cytometry; 0.17% of 360,000 active; inhibition, % at 10 µM; AID 588499; also: plate controls were buffer without enzyme for full effect and enzyme alone for no effect
* = called active by the depositor; ? = inconclusive; · = not tested or not shown. Rule as the data show it, unless noted: active = inhibition above about 30%; inconclusive = no clear call, values can overlap the other calls; inactive = below that. Compounds as they come (roughly 4.7% active in at least one column).

SMILES | GDH-TPI counter | Anthrax LF inh2 | Mtb UGM inh | FadD28 binding | PfHsp40 rescue | BoNT-F LC inh | BioA inh | FBA Mtb inh | BoNT-A LC inh2
CC(C)CC1(C)NC(=O)N(CC(=O)Nc2ccc3c(c2)CCC3)C1=O (configuration not stated) | 0 | -5 | -0.5 | -1.9 | -0.9 | -11 | · | 4 | -1.5
C=C1CCN([C@H](C(=O)NCc2ccc(Cl)c(Cl)c2)C(C)C)S(=O)(=O)c2ccccc21 | 6 | 9 | -1.2 | -2.6 | 2.9 | -2 | -2.6 | 1 | -0.1
CCOC(=O)c1ccc(NC(=O)CSc2nccn2C)cc1 | -3 | 5 | -1.9 | -3.4 | 0.2 | ? | -0.5 | 1 | 2.1
CC(=O)Nc1ccc(CC(=O)NCCC(c2ccccc2)c2ccccc2)cc1 | -1 | -5 | -3.4 | -2.6 | 0.4 | 11 | 0.8 | 2 | 0.4
CCn1c(C)nc2cc(C(=O)N/N=C/c3ccccc3)ccc21 | 0 | 1 | 2.1 | 0.6 | -1.0 | -6 | · | 0 | -0.3
CCOC(=O)c1ccc(-n2cccc2/C=C2\NC(=O)NC2=O)cc1 | 30 | 0 | 0.0 | -2.8 | -0.1 | -3 | -1.5 | -3 | 0.1
O=C1C2C(C(=O)N1CC1CCCO1)C1C=CC2C12CC2 (configuration not stated) | 1 | -3 | 0.7 | 0.4 | 0.4 | -22 | -2.1 | 2 | -1.0
Cc1ccc(Nc2nc(NCC3CC3)nc3ccsc23)c(C)c1 | 2 | -2 | · | -2.8 | · | -4 | -0.7 | -1 | -0.1
O=C(CN1C(=O)COc2ccc(S(=O)(=O)N3CCCC3)cc21)NC1CC1 | 6 | -2 | 1.7 | -3.0 | -1.4 | 2 | -1.7 | -3 | -0.4
CCN(CC)C(=O)Cc1c(O)c2ccccc2[nH]c1=O | 19 | 2 | 0.8 | -1.8 | -0.5 | 6 | -1.3 | 29* | -0.1
CCOc1ccccc1NC(=S)Nc1ccc(S(N)(=O)=O)cc1 | 3 | -10 | 1.8 | -1.5 | 0.2 | -3 | · | -1 | -0.2
Cc1ccccc1N(C(=O)c1csnn1)C(C(=O)NC1CCCC1)c1ccncc1 (configuration not stated) | -2 | -1 | -2.4 | 0.6 | -0.8 | -1 | -0.7 | 1 | 0.2
COc1ccc(OCCC(=O)NC2CCCCC2)cc1 | 7 | -1 | -0.5 | -3.3 | -0.6 | 4 | · | 0 | -0.5
Cc1nnc2ccc(N3CCN(c4cccc(C(F)(F)F)c4)CC3)nn12 | 10 | -8 | -0.3 | -5.3 | 0.3 | -1 | -0.3 | 2 | 0.1
Cc1c(Cl)cccc1NC(=O)CCC(=O)NNC(=O)c1ccccc1Cl | 3 | 0 | 0.1 | -1.0 | -0.7 | -4 | -0.6 | 2 | ?
O/N=C(/c1ccc(F)cc1)C1CC1c1c(F)cccc1Cl (configuration not stated) | -6 | 4 | 1.9 | -4.5 | 15 | -10 | -0.5 | 1 | -1.4
COc1ccc(NC(=O)C(C/C=C(/C)Cl)C(C)=O)cc1 (configuration not stated) | 9 | -1 | -2.0 | -3.2 | -0.3 | 6 | 0.0 | -1 | 0.3
CCOC(=O)N1CCN(C(=O)CCc2c(C)nc3c(c(C)nn3-c3ccc(C)c(C)c3)c2C)CC1 | -4 | -8 | 0.7 | -1.6 | 0.6 | -4 | -0.6 | -1 | -0.8
CCSc1nc2ccccc2n1CCC(=O)O | 10 | -8 | -0.6 | -1.1 | -1.1 | 2 | 0.5 | 3 | 0.3
NS(=O)(=O)c1cccc(NC(=O)Cc2ccc(Cl)c(Cl)c2)c1 | 0 | 2 | -1.3 | -3.6 | 0.9 | 1 | 0.8 | 1 | 0.7
Cc1cc(C=C2C(=O)N(C)C(=S)N(C)C2=O)c(C)n1C1CCCCC1 | 16 | 24 | -5.1 | 1.0 | -0.7 | 4 | · | 4 | 13
CCOc1ccc(C(=O)NCC(=O)OCC(=O)Nc2ccccc2OC)cc1 | -1 | 0 | 1.3 | 0.3 | -0.6 | -7 | 0.8 | -4 | -1.0
C=C(C)CSCc1nc2ccccc2[nH]1 | 7 | -5 | -0.9 | -1.7 | 1.5 | -23 | -0.2 | 0 | -0.5
CC(O)CN=c1cc(-c2ccccc2)oc2ccc(Cl)cc12 (configuration not stated) | 24 | 3 | 0.9 | -1.5 | -0.3 | -8 | 0.1 | 0 | -0.5
Cc1ccc[n+](CC(O)Cn2c3ccccc3c3ccccc32)c1 (configuration not stated) | 10 | -1 | 0.7 | -0.9 | 1.0 | 0 | 1.3 | 4 | 0.1

The closing 2 compounds of the part before are carried over, then new ones follow:
SMILES | GDH-TPI counter | Anthrax LF inh2 | Mtb UGM inh | FadD28 binding | PfHsp40 rescue | BoNT-F LC inh | BioA inh | FBA Mtb inh | BoNT-A LC inh2
CC(O)CN=c1cc(-c2ccccc2)oc2ccc(Cl)cc12 (configuration not stated) | 24 | 3 | 0.9 | -1.5 | -0.3 | -8 | 0.1 | 0 | -0.5
Cc1ccc[n+](CC(O)Cn2c3ccccc3c3ccccc32)c1 (configuration not stated) | 10 | -1 | 0.7 | -0.9 | 1.0 | 0 | 1.3 | 4 | 0.1
Cn1c(=O)c2c(nc(N3CCCCCC3)n2CC(=O)c2ccc(Br)cc2)n(C)c1=O | 9 | -1 | 0.5 | -3.6 | 0.2 | 18 | -1.8 | -11 | 1.5
COc1ccc(NC(=O)c2sc(NC(=O)COc3ccccc3)nc2C)cc1 | 9 | -1 | 0.9 | -2.1 | -0.3 | -7 | -0.9 | -1 | 1.8
O=C(NCCOc1ccccc1)c1cccc(S(=O)(=O)N2CCN(Cc3ccccc3)CC2)c1 | -8 | -3 | · | -4.7 | · | -6 | -0.2 | -1 | 0.1
NC(=O)NC(=O)C(c1ccccc1)N1CCN(S(=O)(=O)c2ccc(Br)s2)CC1 (configuration not stated) | 1 | 1 | -0.8 | -0.9 | 0.7 | 0 | -0.7 | 0 | 3.5
CCCNC(=O)COc1nc2ccccc2nc1N1CCOCC1 | 19 | 10 | -0.5 | -2.7 | -1.8 | 21 | -0.2 | 3 | 1.7
O=C(CSc1nc(O)cc(=O)n1-c1ccccc1)Nc1ccccn1 | 2 | 3 | -2.5 | -0.3 | 1.6 | 1 | · | 0 | 0.7
O=C1OC(C(Cl)(Cl)Cl)Nc2ccccc21 (configuration not stated) | · | -8 | · | -3.6 | · | -9 | · | 40* | -0.8
Cc1cc(C(C)(C)C)cc(C)c1COC(=O)CN1C(=O)NC2(CCCC2)C1=O | 7 | · | -0.6 | -0.6 | 3.0 | · | 1.0 | 1 | ·
COc1ccc(C2CC(c3ccccc3)n3nc(NC(=O)c4cccs4)nc3N2)cc1 (configuration not stated) | 11 | -1 | 2.9 | -2.7 | 0.8 | 1 | 0.5 | 19 | 0.0
O=C(Nc1nnc(C(F)(F)F)s1)c1ccc(N2C(=O)C3C4C=CC(C4)C3C2=O)cc1 (configuration not stated) | 4 | 0 | 1.4 | -3.7 | -0.1 | -5 | -0.4 | 3 | -0.8
COc1ccccc1NC(=O)C1=C(C)NC(SCC(=O)Nc2ccc(C(=O)O)cc2)=C(C#N)C1c1cccs1 (configuration not stated) | 20 | -7 | -0.6 | -1.8 | 2.8 | -1 | -2.8 | 4 | -0.1
O=C(c1cc(S(=O)(=O)N2CCC3(CC2)OCCO3)ccc1F)N1CCCCC1 | 0 | -2 | -0.9 | -0.7 | -0.5 | 5 | · | 4 | -0.4
Cc1nnnn1-c1cccc(C(=O)O)c1 | -6 | -1 | 2.4 | 2.3 | 0.8 | -8 | -1.7 | -1 | 0.2
CC(C)(C)c1cc(C(=O)NCc2ccccc2)ccn1 | -4 | 1 | -5.0 | -0.1 | 1.9 | -10 | 0.5 | -2 | -0.7
CC(=O)c1ccc(S(=O)(=O)Nc2ccc(C(=O)NCC(c3ccco3)N3CCCC3)cc2)cc1 (configuration not stated) | 13 | -2 | · | -3.6 | · | -1 | 0.7 | 2 | -1.0
NS(=O)(=O)c1cc(C(=O)OCC(=O)N2CCOCC2)ccc1Cl | -4 | 0 | 1.9 | -2.3 | 0.7 | 6 | 5.8 | -4 | 1.4
COCCN(C(=O)c1ccccc1F)c1c(N)n(Cc2ccccc2)c(=O)[nH]c1=O | -7 | -3 | 2.6 | -1.5 | -0.6 | 4 | · | -1 | -0.9
O=c1[nH]c2cc(Cl)c([N+](=O)[O-])nc2[nH]1 | 13 | 1 | 2.0 | -5.1 | 0.2 | -6 | · | -4 | -0.7
Nc1ccncc1Cl | 0 | -5 | -1.5 | -1.1 | 0.0 | -3 | · | 6 | -0.7
C=CCn1c(-c2ccccn2)n[nH]c1=S | · | 2 | · | -2.4 | · | 2 | · | 12 | 0.4
O=C(CSc1n[nH]c(-c2ccc(Cl)cc2Cl)n1)Nc1ccccn1 | 10 | -2 | 0.8 | -3.0 | -1.2 | -3 | -0.1 | -3 | -1.2
CC1Oc2ccccc2N(CC(=O)Nc2ccc3c(c2)OCCO3)C1=O (configuration not stated) | -8 | -3 | -0.8 | -0.6 | -0.7 | -4 | -0.4 | 0 | -1.1
c1ccc(-n2nnnc2-n2cnc3ccccc32)cc1 | -1 | -3 | 1.6 | -2.2 | -0.8 | -8 | -1.0 | 0 | -0.8
O=C(NCc1ccncc1)C1CCCN(S(=O)(=O)Cc2ccccc2)C1 (configuration not stated) | -2 | 0 | 1.2 | 2.0 | -1.2 | -7 | 0.8 | 2 | 0.3
Cc1ccc(N2C(=O)CC(Sc3ccccc3C(=O)O)C2=O)cc1C (configuration not stated) | -10 | -3 | 0.6 | -3.2 | 1.6 | 0 | · | 1 | -1.0

Later entries:
SMILES | GDH-TPI counter | Anthrax LF inh2 | Mtb UGM inh | FadD28 binding | PfHsp40 rescue | BoNT-F LC inh | BioA inh | FBA Mtb inh | BoNT-A LC inh2
CCOC(=O)c1ccccc1NC(=O)C1CSC2(C)CCC(=O)N12 (configuration not stated) | 3 | · | -2.0 | 0.5 | 1.7 | · | -0.6 | 2 | ·
CCCCCCN1C[C@H](n2cc(COC(=O)c3ccccc3)nn2)[C@@H](O)C[C@@H]1c1ccccc1 | -12 | -7 | · | -4.3 | · | -1 | 1.1 | -1 | 0.2
Fc1ccccc1CNC(=S)NCc1ccc(Cl)cc1 | 0 | -2 | 1.1 | -0.1 | 2.1 | -4 | 0.4 | 1 | -0.2
COc1ccc(-c2nc(Cc3ccc(Cl)cc3)no2)cc1OC | 7 | 0 | 0.9 | 0.0 | 1.2 | -9 | -0.8 | 1 | -0.3
Cc1ccc(/C=N/NC(=O)c2ccc(OC3CCCC3)cc2)o1 | 26 | -2 | · | -1.2 | -1.0 | -6 | -0.4 | -2 | -1.1
S=C(NCCCN1CCOCC1)Nc1ccc(N2CCOCC2)cc1 | -5 | -5 | -0.5 | -0.8 | -1.9 | 2 | 1.1 | 4 | -0.1
Cc1cc(Cl)c(S(=O)(=O)NC2CCCCC2)cc1OCC(=O)Nc1nncs1 | 13 | 0 | 1.5 | -0.4 | 0.5 | -2 | -0.4 | 3 | 0.5
O=[N+]([O-])c1ccc(/C=N/n2c(C3CCCCC3)n[nH]c2=S)cc1 | 1 | 0 | -1.6 | -0.9 | -0.8 | -2 | -1.0 | -1 | ?
Cc1ccc(N(C(=O)c2csnn2)C(C(=O)NC(C)(C)C)c2cccs2)cc1 (configuration not stated) | 6 | -2 | 2.2 | -0.1 | -1.4 | 10 | -2.3 | -2 | 0.3
COc1ccc(CCn2c(NN=C3CCCCC3)nc3c2c(=O)[nH]c(=O)n3C)cc1 | 19 | · | 2.9 | -0.8 | -0.2 | · | -0.8 | 5 | ·
COc1ccc(Nc2nc(C)cc(C)c2C#N)c(OC)c1 | 8 | -6 | 0.7 | -0.9 | 0.2 | 10 | -2.2 | 5 | -1.5
CCOC(=O)c1nc(C)nc(Sc2n[nH]c(-c3cc(Cl)cc(Cl)c3)n2)c1C | -1 | 2 | -0.2 | -3.7 | 0.9 | -15 | · | 0 | 0.3
Cc1n[nH]c(C)c1CCOc1ccc(C(C)C)cc1 | -2 | 3 | 1.1 | 2.0 | 2.1 | 11 | · | 1 | 2.8
COc1ccc(-c2ccc(CN3C(CC(C)C)C(=O)N(Cc4cn(Cc5ccco5)nn4)CCS3(=O)=O)cc2)cc1OC (configuration not stated) | -8 | -2 | · | -5.6 | · | -3 | -1.5 | 0 | -0.3
